DNMT1 block: DNMT1 (human) enzyme inhibition; P26358; DNMT1 molecular beacon, Hinp1I cleavage, fluorescence; inhibition (reported as % activation of signal), % at 10 µM; 360,000 tested, 0.83% active; AID 588458; in the data active = inhibition above about 50%
eLon inh: E. coli protease La inhibition. P0A9M0. purified E. coli Lon protease, fluorescence polarization. inhibition, % at 7.94 µM. 360,000 tested, 0.42% active; in the data active = inhibition above about 13%, passing the limit was not always enough;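 also: 0% = enzyme with probe and DMSO and 100% = no enzyme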
Target sequence (P0A9M0 whole entry, looked up): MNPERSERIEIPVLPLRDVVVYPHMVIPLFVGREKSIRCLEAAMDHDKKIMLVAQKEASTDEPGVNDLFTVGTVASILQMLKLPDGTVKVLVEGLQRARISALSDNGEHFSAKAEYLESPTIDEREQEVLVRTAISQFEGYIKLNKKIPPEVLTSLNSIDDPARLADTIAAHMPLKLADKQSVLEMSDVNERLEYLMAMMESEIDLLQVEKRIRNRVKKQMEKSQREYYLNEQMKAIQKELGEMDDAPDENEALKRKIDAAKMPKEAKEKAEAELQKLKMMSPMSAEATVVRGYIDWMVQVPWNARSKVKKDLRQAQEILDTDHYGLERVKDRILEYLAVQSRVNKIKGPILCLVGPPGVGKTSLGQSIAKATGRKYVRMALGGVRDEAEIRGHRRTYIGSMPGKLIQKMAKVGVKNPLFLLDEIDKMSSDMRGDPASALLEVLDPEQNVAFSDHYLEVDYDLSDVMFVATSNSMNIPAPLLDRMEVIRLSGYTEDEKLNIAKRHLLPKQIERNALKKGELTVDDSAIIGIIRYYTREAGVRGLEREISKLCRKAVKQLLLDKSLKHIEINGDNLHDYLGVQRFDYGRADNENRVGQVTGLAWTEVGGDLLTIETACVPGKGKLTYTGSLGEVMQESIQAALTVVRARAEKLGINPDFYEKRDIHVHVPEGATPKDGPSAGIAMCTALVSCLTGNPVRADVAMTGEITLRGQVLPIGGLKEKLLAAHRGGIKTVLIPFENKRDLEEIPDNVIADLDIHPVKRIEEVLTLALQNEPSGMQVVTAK
NRP1-CendR mod: modulators of CendR peptide binding to human neuropilin-1; O14786; FAM-RPARPAR peptide binding to NRP-1, fluorescence polarization; inhibition, % at 25 µM; 360,000 tested, 0.85% active; AID 602438;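 active = inhibition or corrected inhibition above about 18%, plus a signal ratio from 0.5 to 1.5, limit read from the data, passing the limit was not always enough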; also: strong numbers were not always called active
STEP inh: blocks human striatal-enriched tyrosine phosphatase | P54829 | recombinant STEP, OMFP fluorogenic substrate, fluorescence | inhibition, % at 20 µM | 360,000 tested, 0.25% active | AID 588621;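 active = inhibition at 20 µM, scaled per plate between control wells, above about 37%, limit read from the data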;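 also: 0% = DMSO with enzyme and substrate and 100% = substrate only without enzyme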
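Material: STEP (striatal-enriched tyrosine phosphatase) enzyme, cell-free | Medium: 50 mM Bis-Tris pH 6.0 with 2.5 mM DTT and 0.005% Tween 20 | Read-out: Percent inhibition scaled to no-enzyme and uninhibited-enzyme controls, plate-pattern corrected | Signal: Fluorescence read at 480 nm ex / 540 nm em | Times: 20 min reaction, room temperature, in the dark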
bovine MsrA act: activators of bovine methionine sulfoxide reductase A; AID 602163; purified bovine MsrA, absorbance read-out; 360,000 tested, 0.3% active; activation, % at 10.6 µM; in the data active = activation above about 7.5%;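 also: 0% = vehicle and 100% = reference activator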
LMPTP block: LMPTP (human) inhibition | P24666 | recombinant LMPTP-A, OMFP fluorogenic substrate, fluorescence intensity | inhibition, % at 20 µM | 360,000 tested, 0.22% active;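 active = compounds that cut the enzyme signal by at least half of the control window in the single-dose screen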;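 also: plate controls were DMSO wells with enzyme plus substrate for no effect and substrate without enzyme for full effect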
Target sequence (P24666 whole entry, looked up): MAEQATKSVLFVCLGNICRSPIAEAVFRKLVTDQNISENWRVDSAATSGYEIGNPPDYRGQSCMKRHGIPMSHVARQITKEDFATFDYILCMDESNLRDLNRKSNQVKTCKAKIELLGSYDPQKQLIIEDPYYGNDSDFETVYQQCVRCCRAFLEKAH
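Test system: LMPTP-A phosphatase enzyme; input: 0.625 nM LMPTP-A final; reagent: OMFP substrate, 400 µM final; compound dosing: 20 µM single dose, 3% DMSO; incubation: 50 min dark incubation at room temperature; measured by: endpoint fluorescence intensity from OMFP dephosphorylation; measure: % inhibition relative to no-enzyme and uninhibited control wells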
MsrA inh: inhibitors of bovine MsrA. purified bovine MsrA, absorbance read-out. inhibition, % at 15.5 µM. 360,000 tested, 0.75% active; in the data active = inhibition above about 4.5%;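 also: 0% = vehicle wells with enzyme and 100% = reference inhibitor wells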
Scp-1 inhibitor: blocks human Scp-1 phosphatase activity | Q9GZU7 | Recombinant Scp1, phosphopeptide, malachite green phosphate absorbance | inhibition, % at 20 µM | 340,000 tested, 0.88% active;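 active = inhibition above about 50% at 20 µM, limit read from the data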;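 also: plate controls were DMSO wells with enzyme for no effect and wells lacking enzyme for full effect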
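Test system: SCP-1 phosphatase catalytic domain, residues 76-261; measured by: colorimetric phosphate reagent with accelerator and stabiliser, absorbance at 630 nm; timing: enzyme reaction 45 min at room temperature, colour 5 min, stabilisation 30 min; also added: Phosphorylated 17-residue peptide substrate; compound dosing: one concentration, 20 µM, with 1.0% DMSO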
SUMO1-SIM PPI: modulators of human SUMO1-mediated protein-protein interactions; SUMO1 binding to a labelled peptide, TR-FRET, 1 h; P63165; inhibition, % at 20 µM; 360,000 tested, 0.33% active; in the data active = inhibition above about 37%
TbMetRS inhib: Trypanosoma brucei MetRS inhibition; purified T. brucei MetRS, ATP depletion, Kinase-Glo luminescence; inhibition, % at 11.9 µM; 360,000 tested, 0.4% active;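 active = inhibition above a per-plate cutoff of the control wells' mean inhibition plus 3 SD, cut at about 5.5% in these data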;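 also: 0% = DMSO wells median and 100% = median of wells with control inhibitor compound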
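technique = Kinase-Glo luminescence, ATP depletion format | system = purified MetRS (methionyl-tRNA synthetase) enzyme from Trypanosoma brucei | timing = 15 min preincubation, 2 h reaction, all 25 °C | evaluation = percent inhibition versus plate control medians | dosing = single dose, 11.9 µM final nominal, 0.9% final DMSO | also added = substrates ATP, L-methionine and bulk Escherichia coli tRNA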
Active calls of the source: *; / = not tested or not shown. Not a hit list; overall some 4.3% were active at least once.

SMILES	DNMT1 block	eLon inh	NRP1-CendR mod	STEP inh	bovine MsrA act	LMPTP block	MsrA inh	Scp-1 inhibitor	SUMO1-SIM PPI	TbMetRS inhib
COc1cc(NC(=S)NC(=O)c2cccs2)ccc1NC(=O)C(C)C	-0.5	-8.9	-0.4	-1.2	-2.8	-0.4	1.6	-9.6	0.0	-0.6
Cc1ccc(-n2ncc3c(=O)n(CC#N)cnc32)cc1	-2.9	-0.7	2.0	-1.6	-1.5	0.4	-0.2	2.3	4.9	-0.5
CSc1nnc(N2C(=O)C(O)=C(C(=O)c3ccco3)C2c2ccccc2)s1 (stereo not drawn)	2.1	-2.3	5.8	-4.7	-3.8	0.2	0.4	-6.8	-22.4	-0.6
O=S(=O)(N/N=C1\CCCc2ccccc21)c1ccccc1	0.7	-8.8	16.5	-2.6	-1.0	-0.3	-0.6	0.5	-6.6	-0.5
Cc1cc(Cl)cc(Cl)c1CNc1c([N+](=O)[O-])c(=O)oc2ccccc12	-0.4	-11.1	-3.4	2.3	-1.1	0.8	-0.2	0.9	-1.2	0.3
COC(=O)Cc1ccc(NC(=S)NCCSc2ccc(Cl)cc2)cc1	-1.9	10.0	11.5	-0.3	0.3	1.8	-1.1	-7.8	0.6	1.1
COC(=O)c1sc(S(=O)(=O)N2CCCCC2C(=O)O)c(C(=O)OC)c1C (stereo not drawn)	2.4	-1.0	5.5	-12.1	-2.0	-0.7	2.1	-6.2	1.4	-0.2
O=C(NCc1ccccc1)C1c2ccccc2OCC(=O)N1CCc1c[nH]c2ccccc12 (stereo not drawn)	/	1.4	-4.4	/	2.1	0.0	-0.1	/	0.6	0.5
Cc1cccc(C)c1OCc1cc(C(=O)N2CC3C[C@@H]4CC2C[C@H](C3)C4)no1	0.2	5.9	6.9	0.8	-1.3	2.7	-0.5	-13.1	3.9	-0.2
O=C(CSC1=NCCS1)c1ccc(Cl)cc1	-2.6	3.5	-0.7	0.4	-3.0	0.1	0.4	-4.9	4.0	-0.1
CC1CCCCc2nc3c(c(=O)n21)CCCC3 (stereo not drawn)	-4.0	-8.0	4.4	1.9	-0.5	-0.3	1.4	/	2.7	-0.3
CSc1nnc(C2CCCN(CC(=O)Nc3ccccc3N3CCOCC3)C2)n1C(C)C (stereo not drawn)	3.2	8.3	-0.6	7.7	1.1	-1.0	-0.4	-0.8	6.2	-0.3
COc1ccc(Cn2c(O)c(C=Nc3ccc(OC)cc3)c3ccccc3c2=O)cc1	-13.4	-10.8	-11.7	4.0	-5.2	5.5	0.1	-9.4	-0.3	-0.4
Cc1cccc(C)c1NC(=O)CN1N=NC2C(=O)N(c3cccc(Cl)c3)C(=O)C21 (stereo not drawn)	-3.3	2.3	-1.1	0.0	-1.8	-0.2	-0.1	-10.3	-2.9	-0.2
O=C(O)/C=C/S(=O)(=O)c1ccc2ccccc2c1	-0.3	6.2	-3.8	-1.3	-8.3	-2.3	-0.9	-7.4	-2.5	-0.1
CCn1c2ccccc2c2cc(C3C(C#N)=C(N)Oc4n[nH]c(COC)c43)ccc21 (stereo not drawn)	-27.5	-2.5	-7.9	-0.8	1.2	1.0	1.5	-5.6	-4.5	0.0
CCOC(=O)CC1(NC(=O)C2CCC(=O)N(CCc3ccc(OC)cc3)C2)CCCCC1 (stereo not drawn)	-0.2	4.3	-1.2	-3.8	-0.7	-2.1	-0.4	-5.7	-1.9	0.3
CCOc1ccc(CNc2nc3ccccc3n2C)cc1	1.9	2.7	8.0	-0.9	-8.8	-0.7	0.9	-3.5	2.3	-1.5
Cc1c(N2C(=O)CSC2c2ccc(F)cc2)c(=O)n(-c2ccccc2)n1C (stereo not drawn)	-0.5	1.6	8.8	-0.9	-3.0	-2.6	-0.3	13.5	0.8	0.5
O=C(NC1CCCCC1)C(c1ccco1)N(CCc1ccccc1)C(=O)C(F)(F)F (stereo not drawn)	-1.0	9.1	18.2	1.0	-1.1	1.8	0.0	-4.8	-1.6	-1.1
Cc1nc2ccccc2c(=O)n1CCc1ccc(O)cc1	1.0	-3.2	-10.9	1.4	-0.3	-0.9	-0.1	-12.3	-1.3	3.1
Cc1cc2oc(=O)cc(CN3CCCc4ccccc43)c2cc1C	-2.1	-54.1	-80.7	-3.2	-11.0	1.7	3.7	-2.3	-12.8	-0.7
COCc1cc(C)nc(Nc2ccccc2OC)c1C#N	-0.9	-3.2	2.9	-1.3	-3.6	-1.8	1.3	-0.6	1.1	-0.3
CN1CCN(C(=O)C2CCCN(S(=O)(=O)c3ccc(Cl)cc3)C2)CC1 (stereo not drawn)	1.5	10.3	1.6	-3.7	-9.4	-0.9	0.7	-3.6	5.6	-0.3
COc1cc2c(cc1OC)CN(C(=O)c1cc3ccccc3oc1=O)CC2	-10.3	-4.1	5.4	-2.3	-0.8	0.2	0.1	-7.7	-3.4	-0.7

(more compounds)
SMILES	DNMT1 block	eLon inh	NRP1-CendR mod	STEP inh	bovine MsrA act	LMPTP block	MsrA inh	Scp-1 inhibitor	SUMO1-SIM PPI	TbMetRS inhib
Cc1ccc2nc(-c3ccc(C#N)cc3)c(Cc3ccccc3)n2c1	/	-12.2	0.8	/	-4.3	0.1	0.5	/	-2.1	-1.0
COCCN(C(=O)c1csnn1)C(C(=O)NC1CCCC1)c1ccccc1F (stereo not drawn)	0.5	6.2	3.4	3.3	-0.8	-1.3	-1.4	-9.3	1.7	-1.0
Cn1ncc(Cl)c1C(=O)N1CCN(S(=O)(=O)c2ccc(Cl)s2)CC1	0.8	-6.5	13.4	4.7	-4.2	-0.3	-0.8	-8.3	4.0	-0.2
CCOc1ccc(C(C)=O)cc1CC(C(N)=O)C(N)=O	2.2	6.7	8.2	-6.7	0.0	-3.6	-0.1	0.6	-2.4	-0.7
CC(=O)CSc1nnc(-c2ccc(S(=O)(=O)N3CCOCC3)cc2)n1C	0.7	5.1	-0.2	-4.0	2.5	-3.4	-1.6	-3.0	-0.5	0.0
C#CC(C)OCC1CNC(=S)O1 (stereo not drawn)	3.6	-12.3	6.4	0.6	-1.1	-1.0	-1.1	/	-0.2	-0.1
O=S(=O)(Nc1cccc(-c2ccc(N3CCCCCC3)nn2)c1)c1cccc(F)c1	-7.7	3.7	5.8	2.7	-4.7	7.9	0.1	0.2	-14.1	-0.1
COc1cc([N+](=O)[O-])cc(CN2CCCCC2)c1O	-5.8	6.0	-0.1	-0.9	-7.6	1.8	0.9	-1.5	-21.3	-1.4
COC(=O)[C@@]12C[C@@H](CC(=O)NCc3cccc4ccccc34)C(=O)N(Cc3cccc4ccccc34)C1=CCC(C)(C)C2	/	/	12.0	/	/	4.5	0.0	/	1.0	-0.3
COc1cc(OC)cc(C(=O)NCCC(c2ccccc2)c2ccccc2)c1	-0.2	-2.0	6.9	2.0	-7.1	5.6	-0.8	-4.5	-2.3	-1.6
CC(C)Sc1cc(N2CCCC2)nc(-c2ccc(F)cc2)n1	-0.9	-3.0	1.6	3.4	0.5	3.0	1.2	-1.6	-0.6	-0.4
CCc1c(C)sc(NC(=O)C2CC2c2ccccc2)c1C(N)=O (stereo not drawn)	-3.5	5.0	1.2	0.7	-2.4	0.1	-0.6	-4.3	5.0	0.2
COc1cccc(/C=N/NC(=O)c2cc(-c3ccccn3)nc3ccccc23)c1O	-3.4	0.1	-11.5	-2.9	-0.5	0.6	2.9	-2.7	-5.8	-0.4
COC(=O)c1ccc(CSc2nnc(-c3ccncc3)o2)cc1	1.4	5.8	10.1	-1.0	-11.1	-0.1	-1.5	13.5	-5.9	-2.8
CCCn1nnnc1NC(=O)c1cccs1	-2.7	6.0	-7.6	6.4	-2.4	0.0	-0.7	-8.3	-3.6	0.0
CCn1c2ccc(C)cc2c2nnc(NN)nc21	-9.7	1.8	-4.2	0.8	-2.7	3.2	-1.4	-12.6	-15.0	0.1
COC(=O)/C(C(C)=O)=C(/C=C/C=C/N(C)C)N(C)C	8.8	0.7	1.8	1.2	0.1	0.6	-0.7	15.6	0.9	-0.2
Cc1ccc(C)c2[nH]c(=O)c(CN(CCN3CCCC3)C(=O)Nc3cccc(Cl)c3)cc12	18.6	-4.1	-0.1	6.0	-10.3	-0.7	-0.1	-4.8	-7.0	-0.8
C=C1CCN(C(C)C(=O)OC)S(=O)(=O)c2ccccc21 (stereo not drawn)	0.4	2.2	-3.6	-0.2	-2.9	-0.5	0.5	1.6	-4.0	-0.3
CCNC(=O)c1ccc(C23CC4CC(CC(C4)C2)C3)o1	3.1	-8.5	-5.4	5.1	-0.3	-0.4	-0.6	3.6	3.8	-0.3
O=C(NCC1CC1(Cl)Cl)Nc1ccc(Cl)c(Cl)c1 (stereo not drawn)	1.5	2.5	-4.8	-2.0	-9.2	0.5	-0.3	-7.4	4.5	0.8
Cc1cnc(C(=O)OC(C)C(=O)Nc2cccc3ccccc23)cn1 (stereo not drawn)	-0.9	-8.3	-9.2	-1.9	-1.7	-0.1	0.9	-0.8	-4.7	0.0
Cc1ccc(SCCC(=O)Nc2cc(C)on2)cc1	3.0	5.4	-0.5	-2.2	-2.2	-1.1	-0.2	-23.0	1.7	-0.1

Assay outcomes as filed in PubChem BioAssay.
